# Assay outcomes (PubChem)
# iPSC survival up – enhancers of human iPSC single-cell survival; hiPSC single-cell survival, ATPlite luminescence; 100% = ROCK inhibitor wells, 0% = DMSO; survival enhancement, % at 20 µM; 360,000 compounds, 0.044% hits; in the data active = survival enhancement above about 18%;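 also: cells exposed to compounds for 16 hours before the ATP read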
# PDI turbidity – PDI (human) enzyme inhibition; P07237; PDI insulin aggregation turbidity, A650, 90 min; inhibition, % at 10 µM; 350,000 compounds, 0.052% hits;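 active = mean inhibition across replicates of 30% or more, whatever share of single replicates reach that level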;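 also: absorbance from insulin aggregation driven by PDI reduction with DTT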
# Target sequence (P07237 whole entry, looked up): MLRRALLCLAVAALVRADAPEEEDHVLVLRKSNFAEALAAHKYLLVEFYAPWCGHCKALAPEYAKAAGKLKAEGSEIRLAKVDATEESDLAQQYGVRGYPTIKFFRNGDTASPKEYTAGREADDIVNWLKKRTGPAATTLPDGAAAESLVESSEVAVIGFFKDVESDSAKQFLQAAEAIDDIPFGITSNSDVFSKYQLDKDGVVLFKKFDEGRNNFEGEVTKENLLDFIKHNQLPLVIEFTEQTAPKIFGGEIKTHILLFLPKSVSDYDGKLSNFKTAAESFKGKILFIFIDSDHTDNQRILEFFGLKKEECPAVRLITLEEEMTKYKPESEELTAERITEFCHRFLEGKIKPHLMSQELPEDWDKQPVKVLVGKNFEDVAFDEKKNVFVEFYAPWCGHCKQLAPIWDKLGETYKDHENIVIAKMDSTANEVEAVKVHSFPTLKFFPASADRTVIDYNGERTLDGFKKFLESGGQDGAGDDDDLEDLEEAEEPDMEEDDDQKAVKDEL
# CaV13 FRET inh – Disruptors of the CACNA1D IQ motif to Ca2+-dependent inactivation inhibitor domain association, primary screening, Förster resonance energy transfer in intact living …; HEK cells, CFP/YFP FRET ICDI-IQ, plate reader, 10 min; percent FRET-ratio fall versus neutral wells; inhibition, % at 12.3 µM; 340,000 compounds, 0.098% hits;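 active = mean replicate inhibition of at least 30% and at least 1% of replicates passing that level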;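 also: 0% = median of the neutral control wells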
# MITF TRPM1 inh – MITF TRPM1 promoter inhibition in SK-MEL-5 cells. AID 488899. inhibition, % at 12.5 µM. 330,000 compounds, 0.83% hits. SK-MEL-5 TRPM1 promoter luciferase, 24 h;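 active = mean inhibition across replicates of 60% or more, whatever share of single replicates reaches that level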; also: values of inactives mirror those of a sister screen read the other way
# HIF-2a block – inhibitors of HIF-2a. 786-0 RCC cells HIF-2a reporter, luciferase luminescence, overnight. inhibition, % at 18.8 µM. 360,000 compounds, 0.72% hits;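 active = inhibition of the luminescence signal of 40% or more relative to plate controls, in a single-dose primary screen at 18.75 µM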
# H9c2 protect – myocardial damage modulation in H9c2 cells; H9c2 cardiomyocytes, H2O2 injury protection, ATPLite, 2 h; protection from H2O2 cell death, % at 20 µM; 360,000 compounds, 0.63% hits; AID 588492;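 active = compounds giving at least 50% protection of heart cells from peroxide-induced death in the single-dose screen, raw or plate-pattern-corrected value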;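 also: 0% = DMSO wells with peroxide and 100% = DMSO wells without peroxide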
# Peg3 promoter – Peg3 promoter activity inhibition; inhibition, % at 20 µM; HeLa PEG-Prom luciferase reporter, luminescence, overnight; 360,000 compounds, 1.7% hits;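 active = inhibition of at least 50% at 20 µM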
# NR2E3 ag-1 – activates human NR2E3 receptor; inhibition of corepressor binding, % at 3.98 µM; 360,000 compounds, 0.35% hits; AID 602229; Q9Y5X4; CHO-S Gal4-NCOR/VP16-NR2E3 two-hybrid, luciferase;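 active = inhibition above the mean of all tested compounds plus 3 SD, cut at about 70% in these data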;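 also: 0% = DMSO with NR2E3 transfected cells and 100% = cells lacking NR2E3 construct; higher means lower luciferase signal from less NR2E3 corepressor binding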
# Target sequence (Q9Y5X4 whole entry, looked up, the tested form may be a part): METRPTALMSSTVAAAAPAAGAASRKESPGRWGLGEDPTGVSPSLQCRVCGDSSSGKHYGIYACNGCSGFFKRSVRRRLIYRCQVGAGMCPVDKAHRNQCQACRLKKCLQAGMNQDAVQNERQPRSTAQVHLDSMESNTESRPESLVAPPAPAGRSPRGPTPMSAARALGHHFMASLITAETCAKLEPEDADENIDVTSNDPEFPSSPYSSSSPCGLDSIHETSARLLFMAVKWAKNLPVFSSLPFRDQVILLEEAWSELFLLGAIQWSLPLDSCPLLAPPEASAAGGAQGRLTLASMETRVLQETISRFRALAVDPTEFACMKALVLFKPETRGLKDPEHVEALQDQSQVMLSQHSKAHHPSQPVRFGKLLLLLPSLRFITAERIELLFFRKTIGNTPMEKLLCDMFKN
# Shn3 3UTR inh – inhibitors of Schnurri-3 3'UTR reporter in osteoblasts; 360,000 compounds, 0.52% hits; inhibition, % at 12.5 µM; Clone20 osteoblast Shn3 3'UTR firefly luciferase, 24 h;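 active = mean inhibition of at least 75% with every replicate also reaching 75%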;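 also: 0% = median of neutral control wells and 100% = pilot-screen positive control compound; some compounds past the cut are filed as inactive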
# m5-HT2A agonist – activates the mouse 5-HT2A serotonin receptor; 360,000 compounds, 0.66% hits; AID 624169; activation, % at 7.6 µM; P35363; CHO-K1 mHTR2A beta-arrestin complementation, luminescence; percent of 30 µM serotonin response;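 active = activation above a run cutoff, the mean activation of all tested compounds plus 3 SD, cut at about 14% in these data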;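 also: 0% = plate median of compound wells and 100% = 30 µM serotonin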
# NR2E3 ag-2 – NR2E3 (human) agonism | Q9Y5X4 | GST-NR2E3/biotin-RetCOR TR-FRET, 1536-well | inhibition of corepressor binding, % at 4.78 µM | 320,000 compounds, 0.12% hits | AID 2300;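 active = percent inhibition above the cutoff of mean plus 3 SD of all tested compounds, set per screening campaign, cut at about 20% in these data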;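 also: 0% = DMSO wells and 100% = biotin wells as full block of FRET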
#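 Test system – NR2E3–RetCOR corepressor complex · Quantity – NR2E3 fusion 1.35 nM · Buffer or medium – Tris pH 7.5 · Incubation – Compound–protein incubation for 5 h at 4 °C · Technique – TR-FRET, Eu(K)-anti-GST donor, streptavidin-D2 acceptor, ex 340, em 617/671 nm · Evaluation – percent inhibition of 671/617 nm emission ratio versus biotin and DMSO controls · Plate – 1536-well format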
# * hit, by the source's call; · = no result given.
# The line under a structure holds: iPSC survival up	PDI turbidity	CaV13 FRET inh	MITF TRPM1 inh	HIF-2a block	H9c2 protect	Peg3 promoter	NR2E3 ag-1	Shn3 3UTR inh	m5-HT2A agonist	NR2E3 ag-2
- COc1ccccc1C(=O)NCCC(=O)N(C)CC(=O)Nc1c(Cl)cccc1Cl
    -0.3	-9.0	-4.3	-5.8	-6.9	1.0	5.7	-11.9	-3.5	-5.3	3.0
- CCOC(=O)N1CCC(NC(=O)c2cccc3c2C(=O)N(Cc2cccnc2)C3)CC1
    1.0	5.3	-2.4	6.9	18.1	17.8	0.3	-35.9	-10.8	-0.2	2.4
- CC(C(=O)NN=C(c1ccccc1)c1ccccc1)N1CCCC1 (configuration not stated)
    -1.8	0.9	4.1	-3.2	5.7	13.7	13.9	8.9	-5.1	0.4	3.8
- COc1ccccc1N(C)S(=O)(=O)c1ccc(C(=O)OCC(=O)Nc2ccccc2F)cc1
    -0.7	-5.0	-2.7	-1.9	10.4	-4.3	14.1	2.5	18.8	2.2	6.7
- Cc1cc(NS(=O)(=O)c2ccc(NC(=O)Cc3ccc(Cl)c(Cl)c3)cc2)no1
    0.6	-11.8	-4.9	8.3	5.9	4.0	21.2	-16.3	-12.3	9.3	·
- CC1(C)CC(=O)N(CC(=O)N2CCN(c3ncccn3)CC2)c2ccccc2S1(=O)=O
    0.2	·	-9.8	-4.5	7.1	7.5	6.3	-2.2	4.6	0.4	5.7
- CC1CCN(C(=O)c2[nH]cnc2C(=O)NCc2ccc(CNC(=O)OC(C)(C)C)cc2)CC1
    1.2	-3.6	-4.4	7.8	11.6	-13.9	2.5	9.4	-0.2	0.4	-0.7
- c1ccc(-n2c(SCc3ccncc3)nnc2-c2ccco2)cc1
    -3.1	-3.0	-1.8	0.0	5.6	-2.5	12.8	-11.3	-8.8	0.2	6.8
- Cn1c(SCC(=O)Nc2ccc(Br)cn2)nnc1C1CC1
    -0.5	6.0	-4.8	20.3	-12.5	-4.7	-2.9	7.5	6.1	-2.4	5.2
- O=C(c1ccccc1)N1CCN(CCc2ccccc2)CC1
    -0.8	-0.4	-2.7	10.3	9.4	-1.3	15.5	2.3	-5.9	-10.0	-3.9
- CNc1nc(-c2ccc3c(c2)CCN3C(=O)c2ccccc2F)c(C)s1
    0.0	5.8	-6.1	-22.6	-46.5	9.9	-46.8	8.2	1.5	5.4	-3.4
- O=S(=O)(NCc1ccccc1F)NCc1ccccc1F
    -0.4	6.7	-0.3	-4.6	22.4	0.3	-2.9	-32.5	-55.7	1.7	1.8
- Cc1ccccc1OCc1nnc(SCC(=O)Nc2ccc(N3CCOCC3)c(Cl)c2)n1C
    4.7	-5.6	-3.1	-2.0	-61.5	-2.4	-15.8	-8.6	-18.7	5.5	-2.2
- CN(C)c1nc2n(c(=O)n1)CCS2
    -0.6	1.5	-5.4	11.0	16.8	-2.4	6.7	-5.8	-35.1	5.4	5.5
- O=c1[nH]c(=O)n(Cc2ccccc2)c2c1C(C(F)(F)F)(C(F)(F)F)N=C(c1ccco1)N2
    -0.5	-3.1	-5.9	2.5	9.4	-1.8	23.9	-12.7	5.6	-1.4	-2.3
- Clc1cccc(Cl)c1Cn1nnc(-c2cccs2)n1
    0.1	1.5	-5.6	-44.2	-128.9	-4.6	-91.7	-6.5	-46.8	-0.6	-1.3
- COc1ccc(CCNS(=O)(=O)c2csc(C(N)=O)c2)cc1OC
    -0.6	3.6	-7.1	6.7	13.3	0.5	3.6	8.2	-11.7	-3.1	-0.2
- Cc1cccc(NC(=O)COC(=O)c2n[nH]c3ccccc23)c1C
    -2.5	8.6	-6.9	8.8	-51.0	-4.6	-30.1	-21.0	-2.1	-7.1	1.0
- N#CCSc1nnc(COc2ccccc2)n1-c1ccccc1
    1.4	-3.4	-3.2	0.3	21.6	0.4	6.5	1.2	-8.2	-4.5	0.3
- CC(SCC(=O)Nc1ccc(F)cc1)c1nc2ccccc2c(=O)[nH]1 (configuration not stated)
    1.0	-10.6	·	7.1	0.3	3.5	14.2	4.0	-22.6	4.4	1.6
- Nc1cccc(C#Cc2ccc3c(c2)C(=O)/C(=C/c2ccsc2)O3)c1
    -0.3	4.5	-5.5	-44.4	-116.4	-7.0	-77.8	-20.9	6.7	-1.8	·
- Cc1cc(=O)oc2c(C)c(OCC(=O)Nc3cccnc3)ccc12
    1.3	-13.0	-2.1	-59.1	-168.0	4.7	-105.3	21.3	-25.8	-4.8	-0.1
- O=C(COC(=O)c1ccc(Br)o1)NCCNC(=O)COC(=O)c1ccc(Br)o1
    -0.3	0.8	-5.9	1.2	0.8	-0.1	-2.5	6.5	10.6	9.8	-1.8
- COC(=O)C(CCCCN1C(=O)C2C3C=CC(C3)C2C1=O)N1C(=O)C2C3C=CC(C3)C2C1=O (configuration not stated)
    -1.2	0.2	-1.1	1.5	21.3	-3.2	11.6	-20.6	-7.2	2.1	0.8
- CCCNC(=O)N(C)C[C@@H]1Oc2cc(C#C[C@H](C)O)ccc2S(=O)(=O)N([C@H](C)CO)C[C@H]1C
    -1.8	-4.3	-7.3	·	6.7	-4.5	-3.6	-15.6	4.9	11.8	·
- CCCN(CCC)C(=O)Cn1c(=O)c2ccccc2n2c(=S)sc(-c3ccccc3C)c12
    -0.5	-46.3	-17.8	9.5	22.9	-3.6	11.1	-8.7	25.3	1.8	4.8
- CCOC(=O)c1ccccc1N/C=C/C(=O)c1ccccc1
    -1.9	-6.3	-4.4	6.6	-116.1	-17.9	-75.9	11.2	-12.9	4.3	5.3
- CC(C)OC(=O)C1=C2SCC(=O)N2C(N)=C(C#N)C1
    -1.3	-2.5	-5.2	16.0	13.3	3.1	1.0	-1.5	-5.8	1.6	1.5
- O=C(NCCCn1ccnc1)C(Cc1ccccc1)N1C(=O)c2ccccc2C1=O (configuration not stated)
    -0.5	-17.0	-5.6	0.7	17.0	-2.2	7.9	1.0	5.2	0.6	-3.2
- COc1ccc2oc(=O)c(C(=O)N3CCCc4ccccc43)cc2c1
    -0.1	-8.2	-4.8	-11.9	-11.4	2.0	19.9	-10.1	-7.1	0.7	5.5

# The line under a structure holds: iPSC survival up	PDI turbidity	CaV13 FRET inh	MITF TRPM1 inh	HIF-2a block	H9c2 protect	Peg3 promoter	NR2E3 ag-1	Shn3 3UTR inh	m5-HT2A agonist	NR2E3 ag-2
- O=C(CCCn1c(=O)[nH]c2cc(Cl)ccc2c1=O)NCCCN1CCN(c2ccc(F)cc2)CC1
    -0.5	2.7	-2.2	4.7	-0.5	-2.4	21.5	-20.2	20.7	-6.1	2.6
- Cc1cc(C)cc(SCc2noc(C(=O)NCCCN3CCOCC3)c2C(=O)NCCCN2CCOCC2)c1
    -3.5	-0.6	-12.4	-8.7	17.9	15.0	-6.8	-3.2	2.6	5.0	1.8
- COC(=O)c1ccsc1NC(=O)c1ccccc1
    -0.2	5.4	-6.1	8.8	6.1	-0.5	0.6	-47.8	-42.7	-6.0	1.9
- O=C(NCCCNCc1ccccc1)/C(=N\O)c1ccccc1
    -2.4	-2.5	-3.7	4.0	7.1	9.5	26.1	-5.0	6.3	2.9	-1.1
- Cc1cc(N2CCOCC2)n2ncc(-c3ccc(Cl)cc3)c2n1
    -0.4	-0.5	-11.7	-29.7	-101.6	-9.8	-166.6	12.5	-2.2	0.5	-1.4
- COc1cc(C(=O)Nc2ccc(NC(=O)c3ccccc3)nc2)cc(OC)c1OC
    -0.5	-1.5	-3.2	-9.9	-15.2	40.9	3.9	-11.8	5.9	1.9	-0.1
- CCS(=O)(=O)N1CCN(c2ccc(C(=O)NC3C4CC5CC(C4)CC3C5)cc2[N+](=O)[O-])CC1 (configuration not stated)
    1.8	14.5	-2.8	2.9	21.3	-5.6	7.8	0.9	41.5	-1.1	-0.7
- O=C(O)/C=C/C(=O)NC1CCCCC1
    -1.8	0.1	-2.3	2.8	11.8	2.9	3.9	34.0	-11.3	5.0	1.0
- CCc1ccccc1NC(=O)c1cc(S(=O)(=O)N(C)C)ccc1N1CCCC1
    -0.5	-28.4	-6.2	11.4	13.0	3.1	28.3	-7.3	-6.3	-2.7	-1.1
- COC(=O)C1=C(C)Nc2nnnn2C1c1cccnc1 (configuration not stated)
    -0.2	-5.8	0.4	-0.4	10.0	7.1	-10.3	-4.6	-15.2	-1.3	1.3
- O=C(NCCc1ccccc1F)C1CCCN1S(=O)(=O)c1ccc2ccccc2c1 (configuration not stated)
    -1.2	-0.9	-3.5	-16.6	-15.1	15.8	7.4	16.9	0.7	-4.6	-0.5
- O=C(COC(=O)c1cccc(Cl)c1)NC1CCCCCCC1
    -0.2	1.2	-4.8	-2.0	6.3	-3.2	1.3	15.1	-28.7	7.4	3.5
- CC(=O)N1CCc2c(sc(NC(=O)CCS(=O)(=O)c3ccccc3)c2C#N)C1
    0.5	-3.5	·	7.8	12.2	11.0	-5.8	-14.3	2.8	-1.4	2.0
- O=C1Nc2ccccc2N(C(=O)c2ccc3ccccc3c2)C1c1nc2ccccc2[nH]1 (configuration not stated)
    -1.4	·	-11.1	·	-215.9	·	·	-117.2	·	-0.4	·
- NS(=O)(=O)c1ccc(NC(=S)NCC2CCCO2)cc1 (configuration not stated)
    -1.1	-13.2	-2.9	-16.5	16.2	10.3	-6.7	-0.5	3.4	2.6	-2.7
- CCCOC(=O)c1ccc(NC(=O)COC)cc1
    -1.4	-4.2	0.6	-39.8	-80.5	-7.8	-81.5	-19.2	-24.5	-3.3	0.1
- COc1cccc(OC)c1C(=O)Nc1ccccc1N1CCCCC1
    -0.2	-34.8	-19.7	16.5	26.0	-4.5	34.7	24.6	21.0	0.5	4.7
- COC(=O)c1ccccc1OCC(=O)N1CCN(c2ccc(Cl)cc2)CC1
    -2.0	-9.0	·	6.6	2.2	-1.7	9.8	5.3	16.4	3.9	0.4
- O=C(NC1(C(F)(F)F)NC(=O)N(C2CCCCC2)C1=O)C1CC1 (configuration not stated)
    0.7	-6.1	-7.8	1.3	13.3	-4.7	8.5	13.4	16.8	1.4	0.4
- CCCC1=Nc2cc(C(=O)NCCN3CCOCC3)ccc2Sc2ccc(C)cc21
    -0.6	0.5	-15.3	3.7	8.5	-4.9	13.4	-4.8	-0.3	-6.8	-5.3
- Cc1c(Cl)cnc(NC(=O)COC(=O)c2ccc([N+](=O)[O-])s2)c1Cl
    -3.5	-1.1	-4.0	-0.1	-4.5	67.6*	18.2	-2.5	-5.8	2.4	0.2
- CC(C)CNC(=O)COC(=O)c1n[nH]c2ccccc12
    -0.3	2.2	-6.7	4.6	5.3	9.3	-12.5	-13.9	11.5	-2.0	1.6
- Cc1cnc(CN(C)Cc2c(C(=O)N3CCc4ccccc4C3)nc3ccc(Cl)cn23)[nH]1
    0.2	1.8	-4.8	17.8	14.2	1.8	3.7	-30.9	0.7	-1.9	2.8
